N370S GC = inhibitors or activators of N370S glucocerebrosidase for Gaucher disease; P04062; N370S GC spleen homogenate, 4MU-glucoside fluorescence; Potency, µM (top dose mostly 59.4 µM), for inactives: top-dose activity change, negative = inhibition, usual class: inhibitors; hit rate 0.092% among 330,000;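 note: 0% = full enzyme activity and -100% = no enzyme basal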
FEN1 inhibitor = inhibitors of human flap endonuclease 1. Potency, µM (doses to about 114 µM), for inactives: at the highest dose activity change, negative = inhibition, actives largely listed as inhibitors. hit rate 0.35% among 390,000. Recombinant FEN1 flap cleavage, fluorescence, 15 min. P39748; note: nearly all actives have a fitted effect of over 65% in size
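Enzyme 10 nM, 15 min RT preincubation with compound; start with substrate 50 nM final; reads at 0 and 15 min; qHTS titration, four-parameter Hill fit.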
GCN5L2 inh = blocks human GCN5L2 histone acetyltransferase; Q92830; GCN5L2 HAT assay, ThioGlo1 CoA-SH fluorescence; Potency, µM (highest dose often 58.9 µM), inactives show at the highest dose activity change, negative = inhibition, usual class: inhibitors; hit rate 0.21% among 390,000
Target sequence (Q92830 whole entry, looked up): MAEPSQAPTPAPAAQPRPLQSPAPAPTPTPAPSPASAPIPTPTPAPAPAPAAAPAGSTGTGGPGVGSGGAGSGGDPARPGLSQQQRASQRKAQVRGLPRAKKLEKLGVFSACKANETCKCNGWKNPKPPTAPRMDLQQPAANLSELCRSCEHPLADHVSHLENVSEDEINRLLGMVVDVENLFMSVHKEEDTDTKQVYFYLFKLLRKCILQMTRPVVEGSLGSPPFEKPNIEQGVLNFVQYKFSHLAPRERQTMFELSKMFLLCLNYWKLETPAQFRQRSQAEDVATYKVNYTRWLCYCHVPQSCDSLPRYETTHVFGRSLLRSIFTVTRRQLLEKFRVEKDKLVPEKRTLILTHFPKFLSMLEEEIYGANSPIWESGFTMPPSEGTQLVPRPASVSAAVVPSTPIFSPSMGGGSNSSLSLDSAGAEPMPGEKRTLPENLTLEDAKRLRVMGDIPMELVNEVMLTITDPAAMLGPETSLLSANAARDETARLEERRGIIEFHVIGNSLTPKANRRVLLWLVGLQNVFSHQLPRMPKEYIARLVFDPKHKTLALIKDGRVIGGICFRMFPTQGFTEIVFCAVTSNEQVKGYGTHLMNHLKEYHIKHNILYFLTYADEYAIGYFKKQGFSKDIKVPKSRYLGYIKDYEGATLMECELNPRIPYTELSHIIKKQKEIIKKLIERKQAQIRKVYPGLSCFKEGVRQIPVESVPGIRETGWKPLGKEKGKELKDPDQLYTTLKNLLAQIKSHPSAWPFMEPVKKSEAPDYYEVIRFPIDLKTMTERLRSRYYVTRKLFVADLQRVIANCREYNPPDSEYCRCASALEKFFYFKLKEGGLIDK
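Compounds, pin-transferred from DMSO stocks, meet 20nM GCN5L2 for 15 min before the reaction begins with H3(1-25) peptide (75uM) and acetyl-CoA (70uM). Thiol-reactive ThioGlo1 reports CoA release over 20 min at room temperature.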
Starred values were filed as active, the others as inactive; u = inconclusive; x = no result given; & = joins results of further samples. Calls come from the whole dose curve; as a rule, active = well fitted curve in the direction sought with a large enough effect; inconclusive = small, poorly fitted or top-dose-only effect, or another doubt; inactive = no such curve, though single readings can be large; an effect the other way counts as inactive or inconclusive. Unless noted, % is set by controls: 0 for no effect and ±100 for the full control effect; potency is the fitted concentration of half-maximal effect.

N370S GC	FEN1 inhibitor	GCN5L2 inh	molecule
-1%	x	-1%	C[C@@H]1NC(=O)[C@H](CCCN=C(N)N)NC(=O)c2cc([N+](=O)[O-])cc(I)c2OCC[C@@H](C(N)=O)NC1=O
3%	0%	-5%	CN1C(=O)c2cccc3c(S(=O)(=O)Nc4ccccc4F)ccc1c23
13%	0%	-2%	COCc1cc(C)nc(OCC(=O)N/N=C/c2ccc(-c3cc([N+](=O)[O-])ccc3Cl)o2)c1C#N
0%	-2%	-18%	O=C(N1CCCCC1)N1CCC(c2nc3ccccc3[nH]2)CC1
-24%	x	-10%	COC(=O)CC1C2(C)CC34OC5(C)O[C@@]6(C7/C(=C(/OC)C(C)C)C(=O)OC(c8ccoc8)[C@@]7(C)C(OC(=O)C(C)C)C(OC)[C@]6(O5)[C@@]13C)C(OC)[C@]4(OC)C2OC(C)=O (stereo partly drawn)
-1%	1%	-2%	Cc1nn(-c2ccccc2)c2[nH]c(=O)c(CNCC3CCCO3)cc12 (stereo not drawn)
-20%	-13%	-25%	CCOc1cc(NC(=O)c2cccs2)c(OCC)cc1NC(=O)CCC(=O)NCCN1CCOCC1
x	-6%	-9%	COc1ccc(NC(=O)c2cc(-c3ccncc3)nc3ccccc23)c(OC)c1
-5%	0%	x	O=C(Nc1nncs1)C1(c2ccccc2)CCCC1
x	18%	-8%	CC(=O)c1cccc(NC(=O)C(C)OC(=O)CCn2c(C)csc2=O)c1 (stereo not drawn)
-1%	-1%	-15%	Cc1ccc(Cl)cc1N1CCN(C(=O)c2cc3c(=O)[nH]c4ccccc4c3n2C)CC1
5%	3%	-3%	CCN1C(=O)/C(=C\N2CCN(c3cccc(Cl)c3)CC2)SC1=S
x	-16%	-6%	CCOc1ccc(NC(=O)c2cc(S(=O)(=O)NC3CCCCCC3)ccc2F)cc1
x	u	-5%	COc1ccc(-c2sc3cc(OC)c(OC)cc3c2C#CCCO)cc1
-18%	-16%	0%	CC(C)C[C@H]1CN=C(Nc2ccccc2)N1CC1CCC(C(C)(C)C)CC1 (stereo partly drawn)
19%	17%	-19%	COc1ccc(-c2cc(C(=O)NCC3CCCO3)c3cc(C)ccc3n2)cc1 (stereo not drawn)
12%	-9%	-10%	O=C(Nc1ccccc1Oc1ccccc1)c1ccc(Br)o1
x	-3%	-6%	Cc1ccc(N2CCN(C(=O)c3cn(C)c4ccc(S(=O)(=O)N(C)C5CCCCC5)cc4c3=O)CC2C)cc1 (stereo not drawn)
0%	-12%	-3%	Nc1ccc(N2CCOCC2)c(S(=O)(=O)Nc2cc(Cl)ccc2Cl)c1
-14%	x	-5%	Cc1noc(C)c1-c1nc(N2CCN(C)CC2)c2ccccc2n1
-16%	5%	-1%	Cc1ccc2nc3c(cc(C(=O)NC4CCCC4)c(=N)n3C3CCCCC3)c(=O)n2c1
6%	-11%	-2%	COc1cc2c(=O)n(CC3CCCO3)c(=O)n(CC(=O)Nc3ccccc3)c2cc1OC (stereo not drawn)
-2%	-19%	-21%	COc1ccc(OC)c(NC(=O)Cc2csc(NC(=O)Nc3ccccc3OC)n2)c1
-16%	-10%	1%	Cc1ccc(C(=O)Nc2cccc(C(=O)N3CCN(C)CC3)c2)cc1
-8%	15%	-5%	NS(=O)(=O)c1ccc(NC(=O)COC(=O)C2CC(=O)N(Cc3ccccc3)C2)cc1 (stereo not drawn)
-1%	-2%	-6%	O=[N+]([O-])c1ccc2nc(-c3ccccc3)cc(-c3ccccc3)c2c1
0%	-3%	u	CCOc1ccc(C(=O)Nc2ccc(C(=O)N3CCOCC3)cc2)c(OCC)c1
-4%	-2%	-4%	O=C(CNC(=O)c1ccc(S(=O)(=O)N2CCCC2)cc1)N/N=C/c1c(Cl)cccc1Cl
-9%	0%	-5%	C/C(=N\NC(=O)c1ccncc1)c1cccs1
x	-2%	2%	Cc1ccc(C2CC(=O)N(Cc3ccccc3)c3c2c(C)nn3-c2nc(C)cc(C)n2)cc1 (stereo not drawn)
x	19%	-1%	Cc1ccc(CCNS(=O)(=O)c2c(C)nc3sc(C)c(C)n3c2=O)cc1
-22%	3%	0%	Cc1ccccc1N=C/C=C1\N(C)c2ccccc2C1(C)C
15%	-19%	-5%	COc1ccc(OC)c(NC(=O)Cn2cc(C(=O)c3ccco3)c3ccccc32)c1
-4%	5%	-4%	C=CCNC(=O)c1c2c(nc3ccccc13)-c1ccccc1CC2
-8%	-1%	-2%	COc1ccc(CCC(=O)Nc2ccc(Cn3ccnc3)cc2)cc1
x	-20%	2%	O=C(CNC(=O)c1ccccc1)OCC(=O)c1c[nH]c2ccccc12
-3%	u	1%	Cc1ccc(N2C(=O)N(CC(=O)c3cc(C)ccc3C)C(=O)C2C)cc1 (stereo not drawn)
7%	18%	-5%	CCOC(=O)CCC(=O)NNC(=O)c1ccc(NC(=O)c2ccccc2)cc1
-7%	5%	-9%	COc1ccc(/C=C(\NC(=O)c2ccccc2Cl)C(=O)NCCCC(=O)O)cc1
-1%&3%&-4%	-2%	-2%&-2%&-25%	COC1=CC(=O)C[C@@H](C)[C@]12Oc1c(Cl)c(OC)cc(OC)c1C2=O
-5%	-21%	-14%	Cc1ccc(NS(=O)(=O)c2c(C)[nH]c(=O)[nH]c2=O)c(Br)c1
-10%	4%	-11%	CCC/C(=N\NC(=O)CCC(=O)NCc1ccccc1)c1ccccc1
x	-6%	2%	C[C@@H]1CN([C@H](C)CO)C(=O)c2cc(NS(=O)(=O)c3cccs3)ccc2O[C@H]1CN(C)Cc1ccccc1
-4%	-3%	-7%	Cc1cc(C(=O)O)cc(Br)c1N
0%	15%	-16%	COc1ccc(C2NN=C(c3ccc(C)cc3)S2)cc1 (stereo not drawn)
-3%	5%	1%	Cc1c(NC(=O)COc2ncnc3ccccc23)c(=O)n(-c2ccccc2)n1C
-6%	17%	-11%	COc1cccc(/C=C/C(=O)NCc2ccc3c(c2)OCO3)c1
5%	9%	2%	COc1nc2c(s1)C(=O)NCCC2
4%	5%	2%	O=C(COc1ccccc1)NC1CCCCC1
-5%	-5%	-22%	O=S(=O)(NNc1ccc(F)cc1F)c1cccc(Cl)c1
x	-17%	-1%	COc1ccc(C2(C)NC(=O)N(CC(=O)NC3CCCC3)C2=O)cc1OC (stereo not drawn)
-4%	-10%	0%	c1ccc(CSc2nnc(SCc3ccccn3)s2)nc1
3%	-6%	-7%	CCOC(=O)CNC(=O)c1sc(NC(=O)c2ccccc2F)nc1C
0%	-5%	-3%	CCCNC(=O)c1cc(OC)c(OC)cc1[N+](=O)[O-]
12%	-7%	3%	NC(=O)C1CCCN(C(=S)NCc2ccc3c(c2)OCO3)C1 (stereo not drawn)
10%	-4%	-3%	O=C(N1CCN(c2ccc(F)cc2)CC1)C1(c2cccs2)CCOCC1
1%&-2%	x	-14%&-10%	CC(=O)Oc1cccc(C)c1
x	-3%	-2%	CCOc1ccccc1-n1ccnc(NCc2ccc(F)cc2)c1=O
9%	-12%	-13%	CC1C(=O)C(C)C(c2cccs2)NC1c1cccs1 (stereo not drawn)
3%	2%	-3%	CCCCCCn1c(N2CCC(C(N)=O)CC2)nc2c1c(=O)[nH]c(=O)n2C

An excerpt from above in order of their number in N370S GC, low to high:
SMILES | N370S GC | FEN1 inhibitor | GCN5L2 inh
C/C(=N\NC(=O)c1ccncc1)c1cccs1 | -9% | 0% | -5%
O=C(N1CCCCC1)N1CCC(c2nc3ccccc3[nH]2)CC1 | 0% | -2% | -18%
COc1ccc(-c2cc(C(=O)NCC3CCCO3)c3cc(C)ccc3n2)cc1 (stereo not drawn) | 19% | 17% | -19%

(list continues)
N370S GC	FEN1 inhibitor	GCN5L2 inh	molecule
14%	-1%	-2%	Cc1ccc2c(c1)C1NC(=S)NC(C)(O2)C1C(=O)Nc1ccc(Cl)cc1 (stereo not drawn)
-5%	6%	3%	CCOC(=O)CNC(=O)c1ccccc1Br
9%	-3%	-10%	CCC1(C)Cc2ccccc2-c2nc[nH]c(=O)c21 (stereo not drawn)
5%	6%	-6%	O=C(COC(=O)CCc1ccc(S(=O)(=O)N2CCCCC2)cc1)Nc1ccc2c(c1)OCO2
14%	-9%&6%	-5%&-15%	CCOC(=O)c1ccc(-n2c(C)nc3c(cnn3-c3ccc(Cl)cc3)c2=O)cc1
-29%	14%	-2%	COc1cc(/C=N/NC(=O)[C@H](Cc2c[nH]c3ccccc23)NC(=O)OCC(C)C)cc([N+](=O)[O-])c1O
-7%	-4%	2%	Cn1c(C(=O)N2CCC(C(N)=O)CC2)cc2cc(Cl)ccc21
-2%	-1%	-1%	Cn1c(=O)c2sccc2n(CC(=O)NCCC2=CCCCC2)c1=O
-9%	-20%	u	O=C(COc1ccc(S(=O)(=O)Nc2cccc(C(F)(F)F)c2)cc1)N1CCOCC1
-11%	5%	-12%	CS(=O)c1ccc(-n2c(=O)n(Cc3ccccc3)c(=O)c3[nH]cnc32)cc1 (stereo not drawn)
0%	6%	-4%	O=C1CSC(c2ccccn2)N1c1ccc(F)cc1F (stereo not drawn)
-3%	0%	-3%	CC1CCCC(NC(=O)CN2C(=O)COc3ccccc32)C1C (stereo not drawn)
-4%	-20%	2%	CN(Cc1ccccc1)C(=O)c1oc(=O)c2ccccc2c1-c1ccccc1
x	7%	-7%	Cc1ccc(NC2=CC(=O)C(=O)c3ccccc32)c(C)c1
-14%	2%	-8%	O=C(NCCCn1ccnc1)/C(=C/c1ccco1)NC(=O)c1cccs1
x	-22%	-4%	CCC[C@@H](CN1CCC[C@H]1CN1C(N)=NC[C@@H]1Cc1ccccc1)N1C[C@@H]([C@H](C)CC)N(CCCC2CCCC2)C1=N
-5%	x	0%	N#Cc1cccc(-c2cc(NCc3cccs3)ncn2)c1
-1%	10%	-9%	Cc1cc(=O)oc2cc(NC(=O)c3ccc(OC(F)F)cc3)ccc12
-8%	-2%	1%	CC1CCN(CC(=O)Nc2ccc(C(=O)N3CCCCC3)cc2)CC1
-26%	-9%	9%	NS(=O)(=O)c1ccc(N=Nc2ccc(O)c3ncccc23)cc1
8%	-25%	-7%	CC(=O)Nc1ccc2c(COC(=O)CC3Sc4ccccc4NC3=O)cc(=O)oc2c1 (stereo not drawn)
x	-9%	-7%	CCc1ccc(NC(=O)C2CCN(c3nn4c(=O)cc(C)nc4s3)CC2)cc1
-3%	5%	-5%	CCNC(=O)C(=O)NCC1CCCN1S(=O)(=O)c1cccs1 (stereo not drawn)
x	6%	3%	Cc1ccc(/C=N/NC(=O)c2ccc(-n3cnnn3)cc2)cc1
22%	-26%	-13%	CCOC(=O)c1sc(-c2ccc(OC)cc2)cc1NC(C)=O
8%	-7%	-15%	COc1ccc(OC)c(NC(=O)CSc2ncccc2C(=O)O)c1
6%	-17%	-12%	CCN(C(=O)c1ccco1)c1nc(-c2ccc(OC)cc2)cs1
x	-4%	-1%	COc1ccc(Cl)cc1NC(=O)C(C)Sc1nc2c(c(=O)[nH]1)CCCC2 (stereo not drawn)

Looked up one by one from the entries so far, five records:
N370S GC	FEN1 inhibitor	GCN5L2 inh	molecule
-4%	-3%	-7%	Cc1cc(C(=O)O)cc(Br)c1N
-3%	u	1%	Cc1ccc(N2C(=O)N(CC(=O)c3cc(C)ccc3C)C(=O)C2C)cc1 (stereo not drawn)
5%	6%	-6%	O=C(COC(=O)CCc1ccc(S(=O)(=O)N2CCCCC2)cc1)Nc1ccc2c(c1)OCO2
-8%	-2%	1%	CC1CCN(CC(=O)Nc2ccc(C(=O)N3CCCCC3)cc2)CC1
3%	0%	-5%	CN1C(=O)c2cccc3c(S(=O)(=O)Nc4ccccc4F)ccc1c23

2 entries from above, field by field.
> CCOC(=O)CCC(=O)NNC(=O)c1ccc(NC(=O)c2ccccc2)cc1
  N370S GC: 7%
  FEN1 inhibitor: 18%
  GCN5L2 inh: -5%

> COc1ccc(/C=C(\NC(=O)c2ccccc2Cl)C(=O)NCCCC(=O)O)cc1
  N370S GC: -7%
  FEN1 inhibitor: 5%
  GCN5L2 inh: -9%

The list is partial, so the mix of outcomes need not match the whole.
